# HttQ103 aggreg: inhibitors of mutant huntingtin aggregate formation in PC12 cells | PC12 HttQ103-GFP aggregates, Acumen cytometry, 40 h | Potency, µM (top dose mostly 46.1 µM), inactives show at the top dose activity change, negative = inhibition, usual class: inhibitors | 220,000 tested, 1.1% active; note: % is set by controls: 0 for no effect and ±100 for the full control effect; nearly all actives have a fitted effect of over 60% in size
#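 Aggregate formation scored by laser-scanning cytometer (488 excitation, 500–530 emission) in lysed PC12 cells expressing Q103-GFP after 100 nM tebufenozide induction; library tested in dose series, with ATPLite reagent added in the multiplex.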
# HTT cytoprotect: protects HTT-Q103 PC12 cells, measured by ATP; PC12 HTT-Q103 induced, cytoprotection, ATP luminescence, 40 h; Potency, µM (series often up to 56.4 µM), inactives show cytoprotection (ATP increase), most hits filed as activators; 230,000 tested, 0.14% active; AID 1471;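 note: % of control where 0% means no effect; nearly all actives have a fitted effect of over 45% in size; toxic huntingtin expression switched on by the ecdysone agonist tebufenozide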
#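 Stable PC12 Q103-GFP cells in serum-supplemented, phenol red-free DMEM; induction by tebufenozide at 100 nM final; compound dose series; cell viability quantified luminescently from ATP.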
# Tau fibril FP: blocks human tau fibril formation measured by polarization; K18 P301L tau heparin fibrillization, Alexa594 FP, 6 h; AID 1468; 280,000 tested, 0.39% active; Potency, µM (titrated, usually from 57.7 µM), for inactives: at the top dose activity, negative = inhibition, hits mostly inhibitors; note: % is set by controls: 0 for no effect and ±100 for the full control effect; nearly all actives have a fitted effect of over 55% in size
# Target sequence (P10636 561-689 P618L limits assumed): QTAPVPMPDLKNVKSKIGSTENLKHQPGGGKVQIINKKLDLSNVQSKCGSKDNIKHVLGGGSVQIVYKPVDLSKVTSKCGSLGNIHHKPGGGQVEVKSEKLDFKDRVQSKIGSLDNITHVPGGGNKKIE
#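 K18 P301L tau (15 uM unlabeled/0.24 uM Alexa 594-labeled, final) + compound + heparin 20 uM final; 100 mM NaOAc pH 7; 6 hr 37 C; ThT 30 uM final added, 1 hr RT; FP ex 555/em 632 nm.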
# SMN2 splice enh: SMN2 splice variant enhancement | HEK293 SMN2-luciferase splicing reporter, luminescence, 30-36 h | Potency, µM (doses to about 46.1 µM), without a hit: top-dose activity change, positive = activation, actives largely listed as activators | 210,000 tested, 2.8% active; note: % of control where 0% means no effect; nearly all actives have a fitted effect of over 55% in size
#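 qHTS luciferase splicing reporter: luminescence rises when SMN2 exon 7 is included in transfected HEK293 cells. Compound exposure lasted 30-36 h at 37C, with 4.5 mM final sodium butyrate as control, followed by a ONE-Glo read.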
# Tau fluor counter: counter-screen for tau fibril formation inhibitors; tau K18 P301L Alexa594 fluorescence, heparin fibrillization; AID 1463; Potency, µM (series often up to 57.7 µM), for the others: at the highest dose activity change, negative = decrease; 280,000 tested, 0.93% active; note: % is set by controls: 0 for no effect and ±100 for the full control effect; nearly all actives have a fitted effect of over 55% in size
#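 Human tau K18 P301L (15 uM unlabeled, 0.24 uM Alexa 594-labeled) in 100 mM sodium acetate pH 7 with 20 uM heparin, 6 hr at 37 C. ThT 30 uM added, 1 hr ambient; Alexa 594 FP and total fluorescence read at 555/632 nm.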
# ALDH1A1 block: blocks purified human ALDH1A1 activity; Purified ALDH1A1, NADH fluorescence, propionaldehyde substrate; Potency, µM (doses to about 75.3 µM), without a hit: at the top dose activity, negative = inhibition, usual class: inhibitors; 220,000 tested, 7.3% active; AID 1030; active = well fitted inhibition curve with a large enough effect, not every such curve was filed as active; inconclusive = small, poorly fitted or top-dose-only effect, or another doubt; inactive = no such curve, though single readings can be large or run the other way;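 note: plate controls were no enzyme wells and a reference inhibitor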
# Target sequence (P00352 whole entry, looked up): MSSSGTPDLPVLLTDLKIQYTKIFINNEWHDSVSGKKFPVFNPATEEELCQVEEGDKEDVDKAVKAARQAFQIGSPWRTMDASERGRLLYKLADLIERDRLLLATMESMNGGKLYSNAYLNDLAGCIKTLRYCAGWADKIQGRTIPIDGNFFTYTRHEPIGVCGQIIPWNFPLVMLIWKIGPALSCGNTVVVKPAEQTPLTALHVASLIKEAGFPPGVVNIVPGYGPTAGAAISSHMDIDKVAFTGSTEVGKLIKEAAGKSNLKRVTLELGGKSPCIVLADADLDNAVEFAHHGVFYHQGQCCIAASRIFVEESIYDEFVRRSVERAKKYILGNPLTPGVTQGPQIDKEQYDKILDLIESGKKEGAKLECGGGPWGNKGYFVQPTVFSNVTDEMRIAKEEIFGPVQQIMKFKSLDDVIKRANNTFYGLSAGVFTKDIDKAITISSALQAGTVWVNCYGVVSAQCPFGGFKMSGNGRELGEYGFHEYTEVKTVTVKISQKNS
# Tau ThT inhib: blocks human tau fibril formation measured by thioflavin T; P10636; recombinant tau K18 P301L (four-repeat tau fragment), heparin-induced fibrillization, ThT fluorescence; Potency, µM (doses to about 57.4 µM), for the others: top-dose activity, negative = inhibition, actives largely listed as inhibitors; 270,000 tested, 2.1% active; AID 1460; note: % is set by controls: 0 for no effect and ±100 for the full control effect; nearly all actives have a fitted effect of over 55% in size
#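 K18 P301L tau (15 uM + 0.24 uM Alexa 594-tagged), heparin 20 uM, NaOAc pH 7, 6 h 37 C; ThT 30 uM, 1 h RT, ex 450/em 510 nm.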
# KDM4E inh: inhibitors of human JMJD2E histone demethylase | 230,000 tested, 1.6% active | JMJD2E catalytic domain, FDH-coupled NADH fluorescence (FDH is formaldehyde dehydrogenase) | Potency, µM (doses to about 57.1 µM), without a hit: at the highest dose activity change, negative = inhibition, actives largely listed as inhibitors; active = well fitted inhibition curve with a large enough effect, not every such curve was filed as active; inconclusive = small, poorly fitted or top-dose-only effect, or another doubt; inactive = no such curve, though single readings can be large or run the other way;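 note: 0% = wells with enzyme and -100% = buffer wells without enzyme; nearly all actives have a fitted effect of over 50% in size; many of its hits are not listed in these tables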
# Target sequence (B2RXH2 1-337 limits assumed): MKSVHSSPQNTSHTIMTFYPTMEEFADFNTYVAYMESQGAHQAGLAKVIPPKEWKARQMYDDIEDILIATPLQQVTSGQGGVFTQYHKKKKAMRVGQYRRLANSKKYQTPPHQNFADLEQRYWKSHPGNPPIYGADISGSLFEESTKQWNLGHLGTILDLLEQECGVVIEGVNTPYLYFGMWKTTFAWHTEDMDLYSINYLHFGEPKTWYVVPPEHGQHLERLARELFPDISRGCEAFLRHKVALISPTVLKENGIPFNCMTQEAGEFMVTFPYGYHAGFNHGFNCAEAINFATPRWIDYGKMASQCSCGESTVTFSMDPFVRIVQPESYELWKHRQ
# An asterisk follows results filed as active; ? = inconclusive; / = not tested or not shown; & = joins results of further samples; [ ] = another dose, or the depositor's remark. Unless noted, calls come from the whole dose curve; as a rule, active = well fitted curve in the direction sought with a large enough effect; inconclusive = small, poorly fitted or top-dose-only effect, or another doubt; inactive = no such curve, though single readings can be large; an effect the other way counts as inactive or inconclusive. Potency is the fitted concentration of half-maximal effect.
SMILES,HttQ103 aggreg,HTT cytoprotect,Tau fibril FP,SMN2 splice enh,Tau fluor counter,ALDH1A1 block,Tau ThT inhib,KDM4E inh
Cc1cc(C)n2nc(C(=O)Nc3cccc(S(=O)(=O)N(C)c4ccccc4)c3)nc2n1,12%[9.22 µM],-2%[10 µM],13%,/,12%,/,11%,-1%
CCCCc1ccc(C(=O)c2c(N)c(C(=O)Nc3cccc(OC)c3)c3ccccn23)cc1,/,/,-3%,-7%,3%,/,3%,/
Cc1ccc(NC(=O)CSc2n[nH]c(-c3ccco3)n2)cc1,12%[9.22 µM],-14%[10 µM],-4%,/,-10%,2%,-6%,-8%
O=C(CCCN1C(=O)/C(=C\c2ccco2)SC1=S)Nc1cccc2ccccc12,24%[9.22 µM],10%[10 µM],-8%,-13%,-27%,?,?,10%
COc1ccc(C(=O)CSc2nnc(CNC(=O)c3ccc(OC)cc3)n2C)cc1,1%,-7%,-1%,/,2%,?,-9%,-4%
COc1ccccc1N1CCN(C(=O)c2cc(-c3ccc(Cl)c(Cl)c3)on2)CC1,-20%,15%[10 µM],4%,7%,-2%,6%,-6%,1%
O=C(O)C1[C@H]2C(=O)N(Cc3cccs3)C[C@]23C=C[C@H]1O3 (stereo partly specified),-16%,-10%,3%,-4%,5%,4%,-2%,8%
C=CCn1c(-c2sc3nc(C)cc(C)c3c2N)n[nH]c1=S,25%[9.22 µM],9%[10 µM],1%,/,-19%,/,?,?
O=c1c(Cl)c(N2CCN(c3ccccc3)CC2)cnn1C12CC3CC(CC(C3)C1)C2,-6%,18%[10 µM],1%,-30%[inhibitor],10%,10µM*,3%,-10%
COC(=O)c1ccc2c(=O)n(-c3ccccc3)c(SCN3C(=O)c4ccccc4C3=O)nc2c1,-2%,4%[10 µM],?,-35%[inhibitor],-16%,13µM*,-7%,7%
COc1ccc(-c2cc(=O)c3c(O)cc(O)c(-c4cc(-c5cc(=O)c6c(O)cc(O)cc6o5)ccc4OC)c3o2)cc1,/,/,18µM*,26%,-30%,-8%,-12%,-15%
Cc1ccc(NC(=O)CC2S/C(=N/c3nccs3)N(C)C2=O)cc1C (stereo unspecified),7%,-21%,-5%,-10%,-14%,9%,-1%,2%
Cc1ccc(N/C=C/C(=O)c2ccco2)c(O)c1,-29%[9.22 µM],-9%[10 µM],2%,/,-23%,/,3.5µM*,-20%
COc1ccc(NC(=O)CN(C)S(=O)(=O)c2cccc3nsnc23)cc1OC,-19%,/,6%,2%,6%,0%,0%,-1%
NS(=O)(=O)c1ccc(CCNC(=O)NC2CCCCC2)cc1,-6%[9.22 µM],-15%[10 µM],-5%,/,-6%,/,-4%,0%
COc1ccccc1OCCC(=O)OCC(=O)Nc1cccc(Br)c1,-5%,4%[10 µM],-1%,29%,-22%,9%,-9%,-8%
Cc1ccc(C(=O)Nc2ccc(NC(=O)c3cccs3)cc2)cc1C,/,/,-11%,-4%,-26%,/,?,/
COc1ccc(N2C(=O)CSC2c2ccc3c(c2)OCO3)cc1 (stereo unspecified),-3%,5%,7%,?,-8%,?,-14%,8%
Nc1c(C(=O)NCc2ccc3c(c2)OCO3)nnn1Cc1cccc(F)c1,-27%[9.22 µM],4%[10 µM],0%,/,3%,/,/,3%
C/C(=N\NC(=O)c1ccccc1C)c1ccc(NC(=O)c2cccs2)cc1,2%,-22%,-3%,8%,-15%,-1%,?,8%
COc1cc(C(=O)Nc2nc3c(s2)Cc2c(Br)ccc(OC)c2-3)cc(OC)c1OC,/,/,-10%,1%,-30%,/,?,/
O=C(COC(=O)C1CCN(/C=C/C(=O)C(F)(F)F)CC1)Nc1cccc(F)c1,-22%,-28%[10 µM],3%,-5%,4%,?,6%,0%
COc1ccc(-c2nsc3c(N4CCN(S(=O)(=O)c5ccccc5)CC4)ncnc23)cc1,1%,1%,0%,-18%,2%,3%,-5%,-4%
O=C(O)Cn1cc(C(=O)c2ccco2)c2ccccc21,-24%,-9%[10 µM],-3%,13%,-1%,?,-7%,?
Cn1c(=O)c2c(nc(N3CCCCC3)n2CCSc2nc3ccccc3s2)n(C)c1=O,22%,-8%,3%,-13%,-5%,28µM*,-11%,7%

# Reprinted from the part before: two compounds; new compounds follow.
SMILES,HttQ103 aggreg,HTT cytoprotect,Tau fibril FP,SMN2 splice enh,Tau fluor counter,ALDH1A1 block,Tau ThT inhib,KDM4E inh
O=C(O)Cn1cc(C(=O)c2ccco2)c2ccccc21,-24%,-9%[10 µM],-3%,13%,-1%,?,-7%,?
Cn1c(=O)c2c(nc(N3CCCCC3)n2CCSc2nc3ccccc3s2)n(C)c1=O,22%,-8%,3%,-13%,-5%,28µM*,-11%,7%
COc1ccccc1C1C2CCCCC2(O)CCN1CC(=O)Nc1ccccc1 (stereo unspecified),?,-27%[0.074 µM],-1%,-8%,-9%,?,-14%,-1%
COC(=O)NCC(c1ccco1)N1CCN(c2ccccc2)CC1 (stereo unspecified),10%,-25%,-4%,3%,-8%,-7%,-11%,4%
Cc1ccc(C)n1CCN1CCN(CC(=O)Nc2ccc(S(N)(=O)=O)cc2)CC1,?,3%,-15%,1%,-9%,25µM*,-24%,-1%
Cc1cccc(N2CCN(C(=O)CCCn3c(=O)[nH]c4ccsc4c3=O)CC2)c1C,/,/,-10%,-2%,-11%,/,-6%,/
COC(=O)CCC(=O)c1oc2ccc(OC)cc2c1N,-4%[9.22 µM],-6%,10%,?,-17%,-13%,-16%,?
Cc1ccc2cn[nH]c2c1NC(=S)NC(=O)c1ccccc1,-7%,-25%,2%,6%,-1%,?,0%,-12%
CCOC(=O)N1CCN(c2c(NCCN3CCN(c4ccccc4F)CC3)c(=O)c2=O)CC1,-17%[9.22 µM],8%[10 µM],-2%,/,0%,/,-10%,3%
COC(=O)c1cc(-c2ccc(C)o2)nc2ccccc12,12%,-9%[10 µM],10%,4%,5%,?,-16%,?
CCOC(=O)C1CCN(C(=O)NS(=O)(=O)c2ccc(C)cc2)CC1,1%,-19%,-2%,3%,5%,2%,1%,1%
COCCNC(=O)CSc1ncnc2sccc12,6%,-14%,-5%,-8%,-5%,-3%,-6%,-2%
Cn1c(CCNC(=O)C2CCCCC2)nc2cc(NC(=O)c3cccs3)ccc21,15%,5%[10 µM],8%,11%,-2%,6%,-4%,1%
Cc1nc(C)c(C(=O)C2=C(O)C(=O)N(CCN3CCOCC3)C2c2ccco2)s1 (stereo unspecified),1%,9%[10 µM],7%,-6%,6%,?,-11%,-5%
CCCCn1c(SCC(=O)N2CC(C)CC(C)C2)nc2cc(S(N)(=O)=O)ccc21 (stereo unspecified),9%,-5%,8%,3%,-5%,17%,-7%,2%
CSc1nc(N(C)NC(=O)c2ccc(F)cc2)c2ccccc2n1,-14%,-33%[10 µM],-3%,-9%,-13%,17%,-9%,8%
CCOC(=O)c1c(C)[nH]c(C(=O)OCC(=O)N2CCc3ccccc32)c1C,6%,-14%,5%,8%,8%,1%,?,0%
CC(C)c1ccc(OCc2cc(=O)n3c4c(sc3n2)CCCC4)cc1,/,/,-7%,1%,-14%,/,?,/
C=CCn1c(=S)sc2c(=O)[nH]cnc21,-3%[9.22 µM],1%[10 µM],0%,/,21%,16%,13%,1%
COCCN(Cc1nc(C2(c3ccc(C)cc3)CCCC2)no1)C(C)C,-2%[9.22 µM],9%[10 µM],3%,/,-7%,-1%,-9%,-3%
CCCCC1=CC2=CC(=O)C(C)(OC(=O)CC)C(=O)C2=CN1CCc1ccccn1 (stereo unspecified),8%[9.22 µM],-23%&7%[10 µM],8%[11.6 µM],-2%[9.22 µM],-12%[11.6 µM],4%[13.5 µM],-9%[11.5 µM],?
CC(C)CC(=O)NC(=S)NCc1ccccc1,22%,28%[10 µM],3%,12%,-2%,?,4%,3%
O=C1CS/C(=N\N=C\c2ccccc2Cl)N1CC1CC1,11%[9.22 µM],5%[10 µM],-14%,/,-20%,/,-11%,1%
Cc1cccc(C)c1-n1c(SCC(=O)N2CC(=O)Nc3ccccc32)nc2ccccc2c1=O,12%,11%[10 µM],-2%,14%,-18%,14%,-6%,-3%
CCc1nn(-c2ccccc2)c2nc(-c3ccccc3OC)c3cc(OC)c(OC)cc3c12,/,/,?,0%,-11%,/,6%,/
Cn1nc(C(F)(F)F)c(C(=O)Nc2ccc(F)cc2F)c1Sc1ccc(Cl)cc1,9%,-6%,0%,-17%,-23%,-4%,-9%,-1%
CCOC(=O)c1[nH]c(C)c(C(=O)OCC(=O)NC(=O)NC(C)(C)C)c1C,8%,-3%,-4%,-6%,3%,3%,-13%,7%

# (continued)
SMILES,HttQ103 aggreg,HTT cytoprotect,Tau fibril FP,SMN2 splice enh,Tau fluor counter,ALDH1A1 block,Tau ThT inhib,KDM4E inh
COc1ccc(-c2ccc(CCC(=O)O)n2C(C)C)cc1,4%,-8%,-9%,22%,-3%,?,?,?
O=C(c1ccc2c(=O)n(-c3ccccc3)c(=S)[nH]c2c1)N1CCCCC1,?,?,8%,-69%[inhibitor],7%,?,6%,-2%
N=c1c2c(-c3ccccc3)c(-c3ccccc3)n(Cc3ccccc3)c2ncn1CCCO,?,-2%,-10%,-90%[inhibitor],-1%,?,0%,6%
CC1=C(C(=O)Nc2ccccc2)C(c2ccncc2)n2nc(SCc3ccccc3F)nc2N1 (stereo unspecified),/,/,-13%,22%,-13%,/,-7%,/
COc1cccc(C(=O)NNC(=O)c2ccccc2-n2cccc2)c1,-14%[9.22 µM],-4%[10 µM],14%,1%,-1%,7%,0%,-6%
COc1ccc(C(=O)N(Cc2ccc(N(C)C)cc2)CC2CCCO2)cc1 (stereo unspecified),/,/,1%,-11%,-9%,/,-7%,/
O=C(Cc1ncc(C(F)(F)F)cc1Cl)N1CCN(c2ccccn2)CC1,-8%,15%,-3%,0%,-6%,-15%,-5%,?
Cc1ccccc1N1C(=O)C2ON(c3ccccc3)C(c3ccco3)C2C1=O (stereo unspecified),-25%[9.22 µM],-5%[10 µM],-2%,/,-7%,/,-9%,-5%
Cc1ccc(-n2ncc3c(=O)n(Cc4cccnc4)cnc32)cc1,?,-22%,-5%,-43%[inhibitor],-4%,-9%,-9%,-28%
Cc1nc2c(C(=O)N(C)Cc3ccccc3)c[nH]n2c(=O)c1Cc1ccc(Cl)cc1,/,/,5%,-36%[inhibitor],0%,/,-3%,/
O=C(NC1CC1)c1ccc2c(Cl)c3c(nc2c1)CCCC3,?,11%,3%,-19%,-5%,?,?,7%

# From PubChem

# These rows are one share of the data; rates above refer to the full screens.
